FID counter – fluorescent intercalator displacement, NS3 helicase counter-screen | actives 0.17% (n = 290,000) | inhibition, % at 7.9 µM | DNA fluorescent intercalator displacement, fluorescence; in the data active = inhibition above about 37%;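 also: 0% = vehicle and 100% = reference compound; higher means more ethidium bromide displaced from hairpin DNA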
M18AAP inhibitor – blocks P. falciparum M18 aspartyl aminopeptidase | recombinant PfM18AAP, H-Glu-NHMec fluorogenic cleavage | inhibition, % at 7.35 µM | actives 1.2% (n = 290,000);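 active = inhibition above the campaign mean inhibition over all tested compounds plus 3 SD, cut at about 28% in these data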;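 also: 0% = plate median of test compound wells and 100% = 2 mM ZnCl2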
IDE cell activ – IDE (human) activation, cell-based | HEK cells, FAbeta-B cleavage, fluorescence polarization; 0% vehicle, 100% cell-free pure enzyme wells | activation, % at 5.96 µM | P14735 | actives 0.073% (n = 340,000);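 active = activation above the mean of all tested compounds plus 3 SD, set per screening campaign, cut at about 17% in these data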
IDE cell inh – inhibits human insulin-degrading enzyme in HEK cells; FAbetaB cleavage, fluorescence polarization; P14735; inhibition, % at 5.59 µM; AID 434962; actives 0.41% (n = 320,000);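 active = percent inhibition above the average of all tested compounds plus 3 SD, set per screening campaign, cut at about 16% in these data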;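 also: IDE supplied by intact live HEK cells; FP after avidin binding of uncleaved biotin substrate so inhibition keeps polarization high; 0% = DMSO wells and 100% = 60 µM reference IDE inhibitor Ii1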
HCV NS3 hel inh – blocks Hepatitis C virus NS3 helicase unwinding | NS3 helicase DNA unwinding, Cy5 molecular beacon fluorescence | inhibition, % at 10.9 µM | actives 0.56% (n = 290,000);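 active = inhibition above the mean of all tested compounds plus 3 SD, set per campaign, cut at about 35% in these data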;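 also: 0% = DMSO wells and 100% = thioflavine S control wells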
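Material: hepatitis C virus NS3 helicase domain fragment enzyme; measured by: Cy5 fluorescence, 0 and 60 min reads; control set: DMSO and thioflavine S; incubation: 60 min unwinding reaction at 25 °C after ATP addition; read-out basis: % inhibition from 60/0 min fluorescence ratio, DMSO 0%, thioflavine S 100%; repeats: singlicate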
p-CIP stab down – lowers stability of the mouse p/CIP coactivator protein; Q05BA5; F442A p/CIP-EGFP cells, EGFP fluorescence, 16 h; decrease of EGFP signal, % at 10 µM; actives 0.01% (n = 290,000);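 active = EGFP signal decrease of at least 30% at 10 µM or well 3 SD below plate mean, unless failing retest; inactive = the rest, including hits failing retest or dose response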; also: some compounds called inactive have numbers as strong as hits; many of its hits are not listed in these tables
Target sequence (Q05BA5 1-1403): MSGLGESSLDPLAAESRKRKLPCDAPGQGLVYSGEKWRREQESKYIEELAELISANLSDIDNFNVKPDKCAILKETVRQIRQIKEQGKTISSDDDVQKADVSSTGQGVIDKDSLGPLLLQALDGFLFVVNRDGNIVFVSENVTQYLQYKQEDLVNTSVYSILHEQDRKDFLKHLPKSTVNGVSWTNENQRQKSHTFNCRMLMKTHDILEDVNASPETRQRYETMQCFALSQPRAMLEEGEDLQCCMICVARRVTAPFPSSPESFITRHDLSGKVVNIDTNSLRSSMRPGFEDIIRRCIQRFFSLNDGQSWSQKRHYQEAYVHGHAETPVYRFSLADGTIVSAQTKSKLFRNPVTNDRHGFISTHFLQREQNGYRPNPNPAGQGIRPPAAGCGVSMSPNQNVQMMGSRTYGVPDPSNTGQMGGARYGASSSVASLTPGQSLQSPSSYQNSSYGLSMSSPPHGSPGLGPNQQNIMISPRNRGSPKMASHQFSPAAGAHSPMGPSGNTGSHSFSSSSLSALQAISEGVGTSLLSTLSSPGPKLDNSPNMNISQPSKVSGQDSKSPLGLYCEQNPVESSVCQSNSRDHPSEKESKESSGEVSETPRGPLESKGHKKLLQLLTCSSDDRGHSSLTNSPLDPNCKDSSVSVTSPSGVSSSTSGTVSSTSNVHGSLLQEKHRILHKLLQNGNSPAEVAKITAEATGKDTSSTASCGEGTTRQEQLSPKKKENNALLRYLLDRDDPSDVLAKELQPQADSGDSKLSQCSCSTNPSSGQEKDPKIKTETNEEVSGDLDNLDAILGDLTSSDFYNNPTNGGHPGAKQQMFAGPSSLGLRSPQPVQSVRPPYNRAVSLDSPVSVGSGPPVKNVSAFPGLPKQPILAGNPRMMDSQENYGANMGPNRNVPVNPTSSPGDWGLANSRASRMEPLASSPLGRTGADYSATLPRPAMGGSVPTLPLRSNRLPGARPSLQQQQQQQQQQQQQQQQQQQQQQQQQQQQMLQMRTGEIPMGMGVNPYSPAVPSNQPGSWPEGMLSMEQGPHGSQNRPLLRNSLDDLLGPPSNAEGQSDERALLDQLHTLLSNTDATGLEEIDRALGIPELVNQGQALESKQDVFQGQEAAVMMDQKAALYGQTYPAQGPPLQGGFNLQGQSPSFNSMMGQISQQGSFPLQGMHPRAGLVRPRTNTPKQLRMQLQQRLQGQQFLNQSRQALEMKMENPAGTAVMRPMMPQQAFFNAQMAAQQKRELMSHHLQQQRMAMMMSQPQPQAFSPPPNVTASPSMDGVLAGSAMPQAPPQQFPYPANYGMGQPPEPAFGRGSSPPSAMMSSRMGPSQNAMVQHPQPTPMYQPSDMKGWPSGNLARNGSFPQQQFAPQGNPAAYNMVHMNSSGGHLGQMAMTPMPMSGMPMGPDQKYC
VIM-2 inhibitor – inhibitors of Pseudomonas aeruginosa VIM-2 metallo-beta-lactamase; purified VIM-2, nitrocefin hydrolysis, epi-absorbance fluorescence; inhibition, % at 5.6 µM; actives 0.89% (n = 290,000); AID 1527;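 active = inhibition above the mean of all tested compounds plus 3 SD, cutoff set per screening run, cut at about 7.5% in these data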;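 also: red hydrolysis product quenches plate fluorescence so inhibitors raise well fluorescence; 0% = enzyme with DMSO and 100% = DMSO without enzyme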
IMP-1 inh – blocks Pseudomonas aeruginosa IMP-1 metallo-beta-lactamase; purified IMP-1, nitrocefin hydrolysis, epi-absorbance fluorescence; inhibition, % at 5.6 µM; actives 0.45% (n = 290,000);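 active = inhibition above the mean plus 3 SD of all compounds in the same screening run, cut at about 4.5% in these data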;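 also: 0% = IMP-1 with DMSO and 100% = DMSO wells lacking enzyme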
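Assay system: purified recombinant IMP-1 beta-lactamase. Input: IMP-1 0.2 nM before substrate addition. Buffer or medium: Zinc- and detergent-supplemented HEPES buffer, pH 7.1. Schedule: 25 °C, 15 min preincubation, 25 min reaction. Signal: Epi-absorbance fluorescence, 480 nm excitation, 530 nm emission. Evaluation: percent inhibition from optical density relative to buffer-blank wells.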
SUMO HTRF inh – blocks human SUMOylation mediated by UBC9. inhibition, % at 35 µM. AID 2006. P63279. actives 0.36% (n = 290,000). HTRF SUMOylation assay, SAE1/SAE2 + UBC9, in vitro; in the data active = inhibition above about 50%, passing the limit was not always enough; also: strong numbers were not always called active
* hit, by the source's call; . = not tested or not shown; & = joins results of further samples.

SMILES | FID counter | M18AAP inhibitor | IDE cell activ | IDE cell inh | HCV NS3 hel inh | p-CIP stab down | VIM-2 inhibitor | IMP-1 inh | SUMO HTRF inh
Nc1nc(SCC(=O)NC2CCCC2)[nH]c(=O)c1-c1ccccc1 | 1 | -5 | . | . | 4 | -4 | -2.6 | -6.0 | 18
Cn1c(=O)c(=O)n(C)c2cc(S(=O)(=O)N3CCCC3C(=O)Nc3ccc(F)cc3)ccc21 (stereo not given) | -9 | 1 | -3 | 0 | -5 | 3 | -1.0 | -2.3 | 10
CCOC(=O)c1sc(NC(=O)c2ccc(CC)s2)nc1C | 0 | 10 | -1 | 7 | -8 | -7 | -3.1 | 3.9 | 29
COc1ccccc1OCCc1nnc(N)s1 | -1 | 4 | 0 | -2 | 2 | -9 | -1.7 | -0.8 | 5
OCCN(Cc1ccccc1)Cc1cccc(Cl)c1Cl | -2 | 1 | 1 | 1 | -4 | -19 | -2.2 | -1.4 | 13
COc1ccc(N2CCN(C(C)C(=O)N3CCCC3)CC2)cc1 (stereo not given) | 5 | 6 | 7 | -2 | -3 | -7 | -0.8 | -5.1 | 14
CNC(=S)N1CCC(NC(=O)C(Cc2ccc(F)cc2)NC(C)=O)CC1 (stereo not given) | -2 | 2 | 5 | 3 | 2 | 8 | -1.2 | -3.3 | -12
C=CCN=C1N[C@@H](c2ccccc2)C(C(=O)OC)=C(C)N1CCOC | 0 | -6 | -1 | 4 | -19 | -4 | -1.1 | -5.3 | 3
COc1cc(NC(=O)n2ncc3cc(Cl)ccc32)cc(OC)c1 | -6 | 2 | -3 | 1 | 1 | -8 | -2.5 | -3.2 | 9
Cc1ccnc(NC2(C(F)(F)F)N=C3SCCN3C2=O)c1 (stereo not given) | -3 | 2 | 3 | 0 | 1 | 3 | -2.0 | -3.1 | 1
CNC(=O)c1[nH]cnc1C(=O)Nc1ccccc1OC | -7 | 0 | -5 | -2 | 0 | -9 | -0.1 | -2.6 | 14
COC(=O)C1CCN(CC(=O)Nc2ccc(OC)c(Cl)c2)CC1 | 2 | -19 | 3 | 0 | -7 | -7 | 3.5 | -0.3 | 4
O=C(Cn1cc2c(n1)CCCCC2)NCc1ccccc1 | . | . | 2 | -1 | . | -6 | . | . | 4
CC(=O)/C(N=Nc1c(C)n(C)n(-c2ccccc2)c1=O)=C(\C)O | -3 | 10 | -3 | 1 | 17 | 7 | -1.8 | -2.2 | -8
Cc1ccccc1C(=O)N1CCN(CCNC(=O)C(=O)Nc2ccc(Br)cc2)CC1 | -32 | -14 | -3 | -4 | -9 | -2 | 0.4 | -0.6 | -4
Cc1nc2ccccc2n(CC(=O)Nc2cc(Cl)cc(Cl)c2)c1=O | 9 | -1 | 1 | 5 | 0 | -7 | -0.4 | -2.2 | 1
CC1(C)c2cc(Cl)ccc2-n2c1cc(O)c(-c1ccccc1)c2=O | -14 | 3 | 9 | 3 | 14 | -6 | -2.4 | -4.8 | 3
COC(=O)c1ccc(C(=O)NC2CCSc3ccccc32)cc1 (stereo not given) | -18 | 2 | 3 | 2 | 2 | 5 | -2.0 | -3.2 | 10
COc1ccc(CCNC(=O)CCC(=O)N2CCOc3ccc(Cl)cc32)cc1OC | -45 | 2 | 3 | -3 | 30 | 3 | 0.0 | -0.8 | 15
CCC(C)NC(=O)C1=CCN(S(=O)(=O)c2ccc(C)cc2)CC1 (stereo not given) | -11 | -2 | -3 | 4 | 6 | 3 | -1.6 | -2.8 | -4

The last 2 records of the part before lead into the next:
SMILES | FID counter | M18AAP inhibitor | IDE cell activ | IDE cell inh | HCV NS3 hel inh | p-CIP stab down | VIM-2 inhibitor | IMP-1 inh | SUMO HTRF inh
COc1ccc(CCNC(=O)CCC(=O)N2CCOc3ccc(Cl)cc32)cc1OC | -45 | 2 | 3 | -3 | 30 | 3 | 0.0 | -0.8 | 15
CCC(C)NC(=O)C1=CCN(S(=O)(=O)c2ccc(C)cc2)CC1 (stereo not given) | -11 | -2 | -3 | 4 | 6 | 3 | -1.6 | -2.8 | -4
OCCCCNc1cccc2ccccc12 | -2 | 11 | 5 | 3 | 0 | -15 | 0.1 | -2.2 | 14
CCCn1c(N)c(N(CCOC)C(=O)c2cccc(Cl)c2)c(=O)[nH]c1=O | -4 | -14 | 4 | 2 | -2 | -10 | -0.3 | -0.6 | 10
Cc1cc(C)nc(Nc2n[nH]c(-c3ccc(C(C)(C)C)cc3)n2)n1 | -8 | -1 | 0 | -4 | 1 | -2 | -2.1 | -0.6 | -3
COc1ccc(N(CC(=O)N/N=C/c2cccnc2)S(=O)(=O)c2ccc(C)cc2)cc1OC | -43 | -6 | 3 | . | 0 | 3 | -1.9 | -2.7 | 2
Cc1cc2c(C)nc(-c3ccccc3)nc2o1 | 1 | 12 | -2 | 9 | 16 | 4 | -0.3 | 1.0 | -7
Cc1cccc(-c2cc(C(=O)NCCCn3ccnc3)c3ccccc3n2)c1 | 14 | -13 | . | . | -21 | -12 | 4.9 | -0.9 | 27
Cc1ccc(CN2CCSCC2)cc1 | 11 | 3 | 3 | 1 | 10 | -4 | -0.7 | 1.4 | 1
NNC(=O)Cn1c(SCc2ccccc2)nc2ccccc21 | -7 | 8 | 5 | -1 | -3 | 2 | -6.0 | -5.0 | 6
Cc1noc(/C=C/c2ccco2)c1S(=O)(=O)N1CCC(C(=O)NCc2ccco2)CC1 | -28 | 7 | 7 | -4 | 11 | 0 | -1.9 | 0.1 | 19
CC(=O)NCCC(=O)Nc1ccc(C(N)=O)cc1 | 0 | 1 | 2 | -1 | 4 | 22 | -1.5 | -3.6 | 5
COc1ccc(Nc2ccc([N+](=O)[O-])cc2[N+](=O)[O-])cc1 | 5 | 1 | 2 | 8 | -6 | -24 | -2.3 | -1.7 | 17
CCOC(=O)Cn1c(=O)c2c(nc3n2CCCCN3c2ccc(C)cc2)n(C)c1=O | -4 | -1 | 5 | -1 | -2 | 2 | -3.2 | -2.4 | 18
CC(=O)Nc1ccc([C@H]2[C@H](C)CC[C@H]3C(=O)N4[C@@H](CC[C@@H](C)[C@@H]4c4ccc(NC(C)=O)cc4)C(=O)N32)cc1 | -29 | 5 | . | 3 | 5 | 11 | -3.1 | -1.1 | -6
CCCCn1c(CCNC(=O)CC)nc2ccccc21 | -5 | 1 | 2 | 4 | 11 | -1 | -1.3 | -4.4 | -8
S=C(NC1CCCCC1)N1CCN(C/C=C/c2ccccc2)CC1 | 1 | 0 | 3 | -5 | -6 | -14 | -4.0 | -2.7 | -8
COC(=O)CCc1c(C)c(C#N)c2nc3ccccc3n2c1N1CCCC1 | -9 | 0 | -2 | 2 | 0 | -2 | 0.4 | -3.2 | 30
COc1ccc(C)cc1S(=O)(=O)Nc1cccc(-c2cn3cccnc3n2)c1 | -37 | -2 | 6 | 4 | -8 | 10 | 1.2 | -0.7 | 13
COc1ccc(N2CCN(C(=O)CCNS(=O)(=O)c3cccs3)CC2)cc1 | -9 | 4 | -1 | 1 | -6 | -15 | -3.3 | -2.9 | -9
NS(=O)(=O)c1ccc(CCNc2ncnc3c2c(-c2ccccc2)cn3-c2ccc(F)cc2)cc1 | -25 | 1 | 0 | 2 | -31 | 2 | -0.2 | 0.7 | -17
O=C(NC(=S)Nc1ccc(CN2CCCCC2)cc1)c1cc2ccccc2o1 | 0 | 2 | 2 | 1 | -19 | -2 | -0.7 | -2.7 | 15

4 neighbouring compounds already listed, for reference:
SMILES | FID counter | M18AAP inhibitor | IDE cell activ | IDE cell inh | HCV NS3 hel inh | p-CIP stab down | VIM-2 inhibitor | IMP-1 inh | SUMO HTRF inh
Cc1cc(C)nc(Nc2n[nH]c(-c3ccc(C(C)(C)C)cc3)n2)n1 | -8 | -1 | 0 | -4 | 1 | -2 | -2.1 | -0.6 | -3
COc1ccc(N(CC(=O)N/N=C/c2cccnc2)S(=O)(=O)c2ccc(C)cc2)cc1OC | -43 | -6 | 3 | . | 0 | 3 | -1.9 | -2.7 | 2
Cc1cc2c(C)nc(-c3ccccc3)nc2o1 | 1 | 12 | -2 | 9 | 16 | 4 | -0.3 | 1.0 | -7
Cc1cccc(-c2cc(C(=O)NCCCn3ccnc3)c3ccccc3n2)c1 | 14 | -13 | . | . | -21 | -12 | 4.9 | -0.9 | 27

Additional records.
SMILES | FID counter | M18AAP inhibitor | IDE cell activ | IDE cell inh | HCV NS3 hel inh | p-CIP stab down | VIM-2 inhibitor | IMP-1 inh | SUMO HTRF inh
Cc1nnc2sc(-c3cccc(F)c3)nn2c1=O | -5 | 0 | -3 | -2 | 14 | -3 | -1.1 | -0.4 | 15
CCCCCC(=O)N1CC2(CC(c3cccc(NC(=O)CC(c4ccccc4)c4ccccc4)c3)=NO2)C[C@@H]1C(N)=O (stereo not given in full) | . | . | -3 | -5 | . | -11 | . | . | -7
O=C(Nc1ccccc1N1CCOCC1)c1cccc2c(Br)cccc12 | -27 | -11 | -2 | -2 | -18 | 1 | 0.2 | -0.3 | 17
COc1ccc(C(=S)Nc2ccc(N(C)C)cc2)cc1 | 2 | 4 | 3 | 3 | 6 | -6 | 0.2 | -1.5 | 10
COc1ccc(C(=S)N2CCN(c3cccc(Cl)c3)CC2)cc1 | -11&-14 | -1&2 | -5 | -6 | -27&-5 | -13&-3 | -3.7&-2.5 | -2.8&-3.4 | -7&11
O=C(O)C1CC1C(=O)Nc1nc2c(Cl)cccc2s1 (stereo not given) | 0 | 7 | -4 | 3 | 8 | 2 | -1.7 | 0.1 | 4
CCn1c(C)c(C)c2cc(C(=O)NCCCN3CCCCC3C)ccc21 (stereo not given) | 6 | 9 | 0 | 6 | -12 | -12 | -0.9 | -3.0 | 6
Cc1ccc(NS(=O)(=O)c2cc(C(=O)Nc3cccnc3)ccc2C)cc1 | -24 | -1 | -7 | . | -5 | -2 | -3.0 | -3.8 | -4
Cc1c(C(=O)C(=O)N2CCCc3ccccc32)c2ccccc2n1C | -15 | -2 | 7 | 5 | -2 | -5 | -2.2 | -2.5 | 11
COc1ccccc1-c1cc(C(=O)NCCc2ccccc2)no1 | -16 | -1 | 2 | 3 | -5 | 1 | -1.8 | -1.3 | 9
C=CCNC(=S)NC(CC(=O)OC)c1ccc2c(c1)OCO2 (stereo not given) | -2 | -3 | -2 | 0 | 5 | -2 | 1.4 | -0.3 | 0
CCOC(=O)C1=C(N)N2C(=O)C(C)SC2=C(C(=O)OC)C1c1ccccc1OC (stereo not given) | -17 | 1 | 7 | 0 | -6 | -18 | -2.8 | 0.8 | 8
COc1ccc(NC(=O)c2ccc3c(c2)CCN3S(=O)(=O)c2ccccc2)c(OC)c1 | -16 | 2 | 2 | -4 | -13 | 7 | -3.8 | -0.9 | -13

Five compounds out of the list above, sorted by the value under p-CIP stab down, high to low:
SMILES	p-CIP stab down
O=C(Nc1ccccc1N1CCOCC1)c1cccc2c(Br)cccc12	1
C=CCNC(=S)NC(CC(=O)OC)c1ccc2c(c1)OCO2 (stereo not given)	-2
Cc1c(C(=O)C(=O)N2CCCc3ccccc32)c2ccccc2n1C	-5
COc1ccc(C(=S)Nc2ccc(N(C)C)cc2)cc1	-6
CCn1c(C)c(C)c2cc(C(=O)NCCCN3CCCCC3C)ccc21 (stereo not given)	-12
